Screening data: PubChem BioAssay, several laboratories
DSG3 Ab inh = blocks pemphigus antibody binding to human desmoglein-3; P32926; DSG3-coupled beads, scFv-anti-DSG3-GFP binding, flow cytometry; hits give low values; binding (percent of control), % at 10 µM; hit rate 0.48% among 310,000;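 active = binding more than 3 SD below its plate's average and above zero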;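 also: hits lower antibody fragment binding to DSG3; some compounds called inactive have numbers as strong as hits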
C-LANA FP = inhibitors of KSHV LANA C-terminal domain DNA binding. MBP-C-LANA/FAM-LBS DNA binding, fluorescence polarization. inhibition, % at 9 µM. hit rate 0.078% among 340,000;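 active = highest replicate inhibition at or above 60% at 9 µM, even if other replicates fall short; inactive = all replicates below 60% inhibition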;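 also: 0% = neutral control wells and 100% = 4 µM acridine orange control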
Keap1 Nrf2 FP = inhibitors of human Keap1-Nrf2 protein-protein interaction; hit rate 0.15% among 340,000; AID 504523; Q14145; Keap1 Kelch-Nrf2 peptide fluorescence polarization, 1536-well; inhibition, % at 9.4 µM; in the data active = inhibition above about 12%;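 also: human Keap1 Kelch domain with fluorescein labeled Nrf2 9mer peptide probe; 0% = neutral control wells and 100% = peptide positive control; higher means more block of Keap1 binding to Nrf2 peptide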
NSD2 HMT inh = blocks human histone methyltransferase NSD2; O96028; NSD2 peptide methylation, AlphaScreen, 120 min; inhibition, % at 12.5 µM; hit rate 0.54% among 310,000; AID 743445; in the data active = inhibition above about 50%
CAL PDZ FP-1 = blocks peptide binding to human CAL PDZ domain. AID 504414. Q9HD26. inhibition, % at 20 µM. purified CAL PDZ, TMR-peptide fluorescence polarization, 1 h. hit rate 0.02% among 330,000;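 active = highest replicate inhibition of at least 40%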;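 also: plate controls were DMSO neutral control wells for no effect and unlabeled competitor peptide control wells for full effect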
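System: tagged CAL PDZ domain. Schedule: 1 h room-temperature incubation prior to read. Signal: fluorescence polarization (mP). Measure: percent inhibition from loss of millipolarization.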
V-ATPase pH = yeast V-ATPase proton transport regulation by pHLuorin | S. cerevisiae, pHLuorin cytosolic pH fluorescence | response, % at 10 µM | hit rate 0.37% among 350,000; in the data active = response mostly above about 7.3%, no sharp cut-off; inactive = mostly below about 5.4%; also: actives read high; inactives centre near 0; some compounds called inactive have numbers as strong as hits; reference of the scale not given here
RTF Ca sens inh = cardiac RTF calcium desensitization | P19429+P45379 | IANBD-labeled cardiac RTF, Ca2+ fluorescence | hit rate 0.12% among 340,000 | inhibition, % at 7.15 µM;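 active = inhibition above the mean inhibition of all tested compounds plus 3 SD, cut at about 17% in these data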;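 also: assay run at fixed EC70 calcium of 1.6 mM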
CAL PDZ FP-2 = blocks peptide binding to the human CAL PDZ domain. Q9HD26. AID 602252. inhibition, % at 24.9 µM. hit rate 0.92% among 300,000. purified CAL PDZ, TMR-peptide fluorescence polarization, 1 h;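 active = mean inhibition of at least 30% with at least half of replicates also reaching 30%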;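 also: 0% = DMSO neutral control and 100% = excess unlabeled competitor peptide PRC23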
Arrestin-AP2 inh = inhibitors of human beta-arrestin and AP2 interaction; FITC-arrestin peptide / GST-AP2 beads, flow cytometry; AP2 beta2 appendage carries R879A mutation; inhibition, % at 10 µM; hit rate 0.31% among 340,000; AID 504490;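 active = inhibition above a set limit, near 3 SD of compounds lacking own fluorescence, cut at about 54% in these data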;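 also: plate controls were DMSO wells for no effect and 5 µM unlabelled arrestin peptide for full effect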
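System: GST-AP2 R879A glutathione beads; medium: PBS, Tween 20 0.05%, BSA 0.1%; reagent: fluorescein-tagged arrestin peptide at 50 nM final; schedule: pre-incubation 12 min, peptide binding 1 h, room temperature; detection: flow cytometry, FL1 (488/535 nm); read-out: inhibition as reduced fluorescein signal on beads, percent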
DAGLB inhibitor = blocks human DAGLB lipase activity. inhibition, % at 5.17 µM. hit rate 0.059% among 340,000. Q8NCG7. HEK293T DAGLB membrane lysate, EnzChek fluorogenic substrate; in the data active = inhibition above about 34%;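 also: 0% = enzyme with vehicle and 100% = wells lacking enzyme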
Target sequence (Q8NCG7 whole entry, looked up): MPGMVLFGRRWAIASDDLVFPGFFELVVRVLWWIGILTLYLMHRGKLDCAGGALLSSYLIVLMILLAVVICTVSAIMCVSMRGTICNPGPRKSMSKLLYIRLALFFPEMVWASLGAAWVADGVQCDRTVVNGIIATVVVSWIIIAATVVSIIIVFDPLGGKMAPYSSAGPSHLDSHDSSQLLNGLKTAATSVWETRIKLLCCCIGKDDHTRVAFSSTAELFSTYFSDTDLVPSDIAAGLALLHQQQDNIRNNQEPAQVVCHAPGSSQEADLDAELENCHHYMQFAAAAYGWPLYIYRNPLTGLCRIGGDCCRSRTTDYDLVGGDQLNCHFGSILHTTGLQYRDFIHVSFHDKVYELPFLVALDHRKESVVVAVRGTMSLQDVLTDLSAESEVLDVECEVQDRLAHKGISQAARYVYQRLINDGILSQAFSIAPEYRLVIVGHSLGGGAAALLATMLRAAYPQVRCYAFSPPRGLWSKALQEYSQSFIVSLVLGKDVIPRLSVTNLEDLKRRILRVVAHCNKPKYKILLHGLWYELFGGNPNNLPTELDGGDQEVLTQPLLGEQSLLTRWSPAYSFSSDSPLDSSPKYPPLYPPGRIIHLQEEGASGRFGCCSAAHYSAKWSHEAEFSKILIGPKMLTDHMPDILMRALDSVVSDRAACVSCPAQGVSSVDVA
Numbers without * were called inactive; · = no result given. The list is partial. The share of hits here may be higher or lower than overall.

structure	DSG3 Ab inh	C-LANA FP	Keap1 Nrf2 FP	NSD2 HMT inh	CAL PDZ FP-1	V-ATPase pH	RTF Ca sens inh	CAL PDZ FP-2	Arrestin-AP2 inh	DAGLB inhibitor
Cc1c(C(=O)N2CCN(c3cccc(Cl)c3)CC2)cccc1[N+](=O)[O-]	97.2	0.5	5.3	4.6	-2.4	-2.4	-18.3	-5.1	-3.5	-0.4
Cc1n[nH]c(C)c1S(=O)(=O)N1CCCC(C(=O)NCc2ccc(F)cc2)C1 (stereo not given)	101.9	-0.4	1.6	-2.6	-0.5	-0.7	-4.2	-1.5	-8.6	-1.0
S=C(NCCC(c1ccccc1)c1ccccc1)Nc1cccc(Cl)c1	98.8	-0.3	-2.6	1.1	-1.6	1.2	1.0	-2.7	5.3	-7.2
Cc1c(C(C)NC(=O)c2ccc3nc(Cc4ccccc4F)oc3c2)cnn1C (stereo not given)	·	-0.7	-4.1	-2.6	-0.8	6.1	-7.1	-1.3	26.4	1.9
CN1CCCN(C(=O)Cc2c(Cl)cccc2Cl)c2nc3ccccc3nc21	96.0	0.0	2.8	6.8	0.0	-5.5	-12.9	-3.9	20.3	-5.6
Cc1ccccc1Nc1ncnc(N)n1	·	0.6	-5.7	0.3	-4.2	-1.9	-7.7	-0.8	5.3	3.8
COc1ccc(-c2cc(C(=O)N3CCN(C(c4ccccc4)c4ccccc4)CC3)no2)cc1OC	110.2	0.0	-1.6	-1.9	0.3	0.7	-11.6	0.0	13.9	-0.8
CCN1C(=O)[C@H]2[C@@H](c3ccc(SC4CCCCC4)c(OC)c3)N3CCCC[C@@]3(C(=O)OC)[C@H]2C1=O	104.3	-0.7	-5.2	·	-0.1	2.1	4.0	-0.6	-6.9	-6.3
COc1ccc(C(=O)NCCC(=O)N2CCC3(CC2)NCCc2[nH]cnc23)cc1	105.1	0.6	4.5	1.3	-1.8	-6.3	-1.7	-0.8	35.7	-2.2
COc1cc(C(=O)NCCc2ccccc2)ccc1OCC(=O)N1CCOCC1	·	-2.0	2.9	3.5	1.1	-1.9	-6.2	4.0	40.2	-1.3
Cc1cccc(C(=O)NNC2=CC(=O)CC(C)(C)C2)c1O	97.2	-2.2	0.8	0.5	-0.9	6.8	-9.3	-1.8	32.3	-1.0
COc1ccc(S(=O)(=O)N2CCCCC2)cc1NC(=O)c1ccc(C)cc1	·	0.0	-0.6	-2.0	1.0	-1.0	-1.4	4.2	19.6	0.4
Cc1ccc2[nH]c3c(c2c1)CCc1cn[nH]c1-3	108.7	0.3	-0.7	5.9	-1.5	7.8	1.5	-0.6	4.7	-1.1
CCOC(=O)C1CCCN(C(=O)C2CCN(Cc3nc(-c4ccc(Cl)cc4)oc3C)CC2)C1 (stereo not given)	109.8	-0.1	-6.7	25.5	-2.1	0.0	-0.4	4.8	0.7	1.5
O=C(NC1CCN(C(=O)N2c3ccccc3Sc3ccccc32)CC1)c1ccccc1Cl	106.6	0.1	-4.9	-1.5	-2.6	-1.4	-3.3	0.7	13.4	2.1
Cc1ccc(-c2csc3ncnc(SCC(=O)NCC4CCCO4)c23)cc1 (stereo not given)	102.3	-1.2	-2.3	-0.1	-0.9	0.3	-7.3	32.9*	6.0	-2.7
Cc1cccc(NC(=O)Cn2nc(-c3ccco3)ccc2=O)c1C	103.1	1.7	-0.2	3.0	-3.3	1.3	-11.8	-6.3	26.3	-2.3
O=C(CCCNC(=O)/C(=C/c1ccccc1F)NC(=O)c1ccccc1)OCc1ccccc1	86.5	-0.7	0.2	1.1	-2.0	-2.7	0.2	-1.6	-11.2	0.8
Cc1cccc(OCc2nnc(SCC(=O)N(c3ccccc3)C3CCS(=O)(=O)C3)o2)c1 (stereo not given)	95.4	0.6	-2.1	-0.1	-0.4	1.7	-2.2	-6.8	1.2	-1.9
CCc1nnc(NC(=O)CSC(=S)N2CCOCC2)s1	·	0.2	-2.4	-1.4	-2.6	0.7	-0.9	-4.0	-4.4	1.9
Cc1sc2nc(SCC(=O)Nc3ccc(S(=O)(=O)NCCCC(=O)O)cc3)[nH]c(=O)c2c1C	100.0	-1.6	-6.4	-2.7	-1.7	-0.9	-14.2	-8.3	0.1	3.5
CC1C=CCC2C(=O)N(c3cccc(C(=O)N4CCN(c5ccc(F)cc5)CC4)c3)C(=O)C12 (stereo not given)	98.9	-0.6	1.0	2.2	-0.2	-4.6	-11.7	0.6	-8.3	-0.5
Cc1ccc(N(Cc2ccccc2)C(=O)c2ccc(C)c(S(=O)(=O)N3CCOCC3)c2)cc1	97.1	1.8	-2.7	5.0	-0.1	7.0	-7.4	·	11.1	-7.6
Cc1ccc(NC(=O)Nc2cc(C)on2)cc1	107.0	0.1	-1.6	-0.2	-2.7	-1.1	5.4	-2.6	18.4	-3.5
CC1CC(=S)Nc2ccccc2N1C(=O)Nc1ccccc1 (stereo not given)	95.6	0.4	-0.5	-1.0	-0.2	-3.7	-1.6	-5.4	-1.3	0.3
CCn1c(CN2CCOCC2)nnc1SCC(=O)Nc1ccccc1C	·	-0.7	-3.8	19.8	-1.8	-3.5	-2.4	-2.0	11.5	-0.9
Cc1ccc(CNC(=O)CN2C(=O)NC(C)(c3ccc(Cl)cc3)C2=O)cc1 (stereo not given)	104.3	0.1	-5.2	-3.6	-0.6	0.8	-1.2	·	7.5	-2.2
CCc1sc(C(=O)N2CCN(S(C)(=O)=O)CC2)cc1Br	·	0.2	-6.7	-2.6	-3.3	1.9	-1.1	-0.8	3.6	-0.6
CC1=NC(=O)C(N=Nc2ccccc2)N1c1ccccc1 (stereo not given)	94.1	-0.3	-4.6	0.6	-0.8	·	1.3	-2.8	16.5	-0.5
Cc1ccc(S(=O)(=O)N/N=C(\c2ccccc2)c2cccnc2)cc1	105.7	-0.3	-3.2	-5.6	0.7	-1.7	-3.7	3.6	-4.9	0.2
CCCn1c(N)c(C(=O)CSc2nc(N)cc(=O)[nH]2)c(=O)n(C)c1=O	·	1.9	-1.2	-1.0	-0.5	-2.8	0.1	-3.1	15.2	-0.9
CCc1[nH]c(=S)c(C#N)c(-c2ccccc2)c1C(=O)OC	90.5	0.3	4.1	-1.7	-0.7	3.8	3.6	-0.6	24.1	0.2
Cc1nc(NC(=O)CSc2nc3cccnc3n2C2CCCCC2)sc1C	99.9	-0.3	0.0	1.2	·	0.4	-2.2	15.6	1.4	-0.6
COc1cc(SC)ccc1C(=O)Nc1ccc(C)cc1C	103.6	0.1	2.6	-2.7	0.0	1.0	-6.2	-5.4	0.2	-18.5
CCOC(=O)c1cc(OC(=O)c2cccs2)n(-c2ccccc2)n1	101.8	-2.1	-3.5	-1.9	-0.7	1.8	-15.1	·	-3.7	0.2
O=C(C[n+]1cccc(C(=O)Nc2ccccc2)c1)c1ccc([N+](=O)[O-])cc1	97.9	-1.0	2.2	31.4	-2.0	1.0	-22.9	0.0	0.8	2.2
CCOc1ccc(CN2CCN(CC(O)Cn3c4ccccc4c4ccccc43)CC2)cc1 (stereo not given)	135.2	-1.1	5.3	-1.4	-3.0	-1.1	-7.2	-7.8	1.5	-1.6
CCN(C(=O)Cn1c(=O)oc2ccccc21)c1c(N)n(Cc2ccccc2)c(=O)[nH]c1=O	105.3	-0.7	-7.1	-6.7	1.0	-8.0	-9.2	-0.5	-15.1	-1.1
CCc1ccc(OCC(=O)NC2CCCCC2)c(Br)c1	97.4	0.7	5.0	-2.7	-0.3	-0.6	1.1	0.3	-12.4	-5.2
CCCNC(=O)c1onc(CS(=O)(=O)c2cccc(OC)c2)c1C(=O)NCCC	90.7	0.4	-5.5	·	-0.8	2.6	-20.1	-1.8	-9.8	0.5
c1ccc(-c2ccccc2OCCCN2CCOCC2)cc1	101.5	0.0	-1.6	1.1	-1.1	-1.9	-2.5	-0.2	13.1	-0.9
Cc1nn(-c2ccccc2)c(C)c1NC(=O)COC(=O)c1ccc(O)cc1O	·	-0.5	-2.0	21.7	-2.6	-1.9	-2.1	-4.6	5.5	1.1
CCOc1ccc(N/C=C/C(=O)c2ccccc2)c([N+](=O)[O-])c1	96.8	-2.5	-2.2	3.5	1.5	8.1	-0.2	-0.1	19.8	18.8
O=C(CSC1=NCCS1)Nc1ccccc1F	109.3	-1.6	0.2	-0.2	·	-2.8	-0.8	0.2	-2.3	-5.1
CCOC(=O)N1CCN(C(=O)c2cccc(OC)c2OC)CC1	97.9	2.4	0.5	-2.3	-2.4	-0.9	3.2	-1.9	-4.9	-3.3
CC1CCC2(CC1)NC(=O)N(CC(=O)Nc1cccc(C#N)c1)C2=O (stereo not given)	102.8	-1.3	1.0	0.5	0.2	0.3	-12.0	-1.3	10.9	0.6
CSCCC(=O)N1CCCC(N2CCN(c3cccc(C(F)(F)F)c3)CC2)C1 (stereo not given)	125.5	0.3	1.5	-1.6	4.3	-2.2	5.4	-3.7	10.8	1.2
OC(c1ccc(Cl)cc1)c1nccc2ccccc12 (stereo not given)	106.0	-0.9	-0.6	-3.1	12.7	-0.5	4.2	2.2	-7.9	-3.8
C[C@@H]1CN(C(=O)c2nc3ccc(Cl)cn3c2CNCC[C@@H]2C[C@@H]3C=C[C@H]2C3)C[C@H](C)O1	96.6	-1.6	0.3	7.6	-2.7	1.9	-24.9	-2.5	5.4	-3.1
COc1ccc2ccccc2c1/C=N/NC(=O)c1cccc(C)c1	99.3	1.2	0.6	-2.7	-0.8	-1.1	-3.2	-6.8	10.9	-1.4
Cc1ccc(Cn2ncc3c(NCCCN(C)C)ncnc32)cc1	101.1	1.5	-1.0	-0.8	-0.6	-1.0	-9.5	-5.2	2.7	-2.3
CC(=O)NCCn1ccc2ccccc21	·	-0.7	-0.1	-0.3	-0.1	4.2	4.1	·	-1.6	-1.4

An excerpt from above in order of formula weight, rising:
structure	DSG3 Ab inh	C-LANA FP	Keap1 Nrf2 FP	NSD2 HMT inh	CAL PDZ FP-1	V-ATPase pH	RTF Ca sens inh	CAL PDZ FP-2	Arrestin-AP2 inh	DAGLB inhibitor
CC(=O)NCCn1ccc2ccccc21	·	-0.7	-0.1	-0.3	-0.1	4.2	4.1	·	-1.6	-1.4
CCOc1ccc(N/C=C/C(=O)c2ccccc2)c([N+](=O)[O-])c1	96.8	-2.5	-2.2	3.5	1.5	8.1	-0.2	-0.1	19.8	18.8
CCN(C(=O)Cn1c(=O)oc2ccccc21)c1c(N)n(Cc2ccccc2)c(=O)[nH]c1=O	105.3	-0.7	-7.1	-6.7	1.0	-8.0	-9.2	-0.5	-15.1	-1.1

Quoted from the listing.
COc1cc(SC)ccc1C(=O)Nc1ccc(C)cc1C in C-LANA FP reads 0.1
OC(c1ccc(Cl)cc1)c1nccc2ccccc12 (stereo not given) in CAL PDZ FP-2 reads 2.2
COc1ccc2ccccc2c1/C=N/NC(=O)c1cccc(C)c1 in CAL PDZ FP-1 reads -0.8
